Source: PubChem (Sanford-Burnham Center for Chemical Genomics)
TAG inh = triacylglycerol accumulation inhibition | actives 0.66% (n = 230,000) | H9c2 cells, Nile Red lipid (TAG) fluorescence; cells loaded with 200 µM oleic acid | inhibition, % at 12.5 µM;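 active means pattern-corrected inhibition of lipid staining of at least 50% with the nuclear-stain viability signal not falling by more than 50%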;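 further: 0% = DMSO wells and 100% = triacsin C control wells; some results filed as inactive read as strong as hits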
TAG inh DAPI viability = further read-out of TAG inh, marked with its call; DAPI nuclei signal change (viability), lower = more cytotoxic, %;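 whole-well DAPI fluorescence read on a plate reader as a viability signal; minus 50 percent equals half of cells still viable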
Starred values were filed as active, the others as inactive. The list is partial; count on the stated rates, not on these rows.

Sample of the layout, 2 compounds:
Results follow in this order: TAG inh	TAG inh DAPI viability
> Cn1nnnc1SCC(=O)NC(C)(C)C
  2	13
> O=C1c2cccc(Cl)c2C(=O)N1c1ccccn1
  5	-1

All compounds of this part (from the top)
Results follow in this order: TAG inh	TAG inh DAPI viability
> Cn1nnnc1SCC(=O)NC(C)(C)C
  2	13
> O=C1c2cccc(Cl)c2C(=O)N1c1ccccn1
  5	-1
> CC(=O)Nc1c(F)cc(Br)cc1F
  3	3
> COC(=O)c1cccc(NC(=S)NCc2ccco2)c1
  3	-2
> Cc1ccc2cccc(CC(=O)NN)c2c1
  -3	-3
> COCCn1c(SCC(=O)N2CCCCC2)nc2c(c1=O)SCC2
  0	1
> CC(C)(C)Cc1c(-c2ccc(Br)cc2)nc2ccc(Cl)cn12
  8	-1
> CCc1cc2c(SCC(=O)c3ccccc3)ncnc2s1
  -63	0
> Cc1c(C(=O)NCc2ccccc2)oc2ccc(S(=O)(=O)N3CCCC3)cc12
  -11	2
> CC(NC(=O)NC1CCCCC1)C(c1cccs1)N1CCN(C)CC1 (stereo not given)
  7	-4
> Cc1cn(CC(=O)NCC(C)c2ccccc2)c(=O)[nH]c1=O (stereo not given)
  -8	2
> CC1(C(=O)NS(=O)(=O)c2cccc(F)c2)CCN1C(=O)CCc1ccc(Cl)cc1Cl (stereo not given)
  5	-7
> Clc1ncnc2scc(-c3ccc(Br)cc3)c12
  -7	4
> O=P(Cc1ccccc1)(Cc1ccccc1)c1ccccc1
  -1	-7
> O=C(Nc1cccc(-c2cccc(F)c2)c1)C1CCN(CC2CCOC2)CC1 (stereo not given)
  0	4
> O=C1C(NS(=O)(=O)c2ccc(Cl)cc2)=C(N2CCCCC2)C(=O)c2ccccc21
  15	5
> C#CCOC(=O)C(NC(=O)c1ccccc1)=C1CCCCC1
  10	-3
> CC(=O)c1c(NC(=O)C(C)C)nc(C)nc1-c1ccccc1
  -10	5
> C=CCC[C@H](Cc1ccc(F)cc1)C(=O)OC[C@H](C)NC(=O)[C@H](CC=C)CC(=O)N(CCO)Cc1ccccc1
  27	-6
> CCCn1c(N)c(N(CCOC)C(=O)COC(=O)COc2c(C)cc(C)cc2C)c(=O)[nH]c1=O
  -11	16

Arranged by length of the SMILES (smallest number first): some entries from above.
Results follow in this order: TAG inh	TAG inh DAPI viability
> Cc1cn(CC(=O)NCC(C)c2ccccc2)c(=O)[nH]c1=O (stereo not given)
  -8	2
> CC1(C(=O)NS(=O)(=O)c2cccc(F)c2)CCN1C(=O)CCc1ccc(Cl)cc1Cl (stereo not given)
  5	-7
> C=CCC[C@H](Cc1ccc(F)cc1)C(=O)OC[C@H](C)NC(=O)[C@H](CC=C)CC(=O)N(CCO)Cc1ccccc1
  27	-6

(continued)
Results follow in this order: TAG inh	TAG inh DAPI viability
> COc1ccc(OC)c(S(=O)(=O)NCCC(C)C)c1
  -2	-11
> COc1cc(CNCc2ccccc2)c(Br)cc1OC1CCCC1
  -23	20
> Cc1ccc(C)c(S(=O)(=O)N2CCN(c3nc(-c4cccnc4)nc4ccccc34)CC2)c1
  23	-3
> CSc1nc(NC(C)(C)C)nc(Oc2ccc(=O)n(C)n2)n1
  -4	-8
> COC(=O)C(C)NC(=S)N1CCN(c2c(F)cc3c(=O)c(C(=O)O)cn(C4CC4)c3c2OC)CC1C (stereo not given)
  -13	17
> CCOC(=O)c1ccc2nc(C(F)(F)F)[nH]c(=O)c2c1
  -6	-1
> CSc1snnc1-c1ccccc1
  4	0
> C/C(=N/OCC(=O)Nc1ccc(C)cc1C)c1cccs1
  -14	2
> Cn1c(N)c(C(=O)COC(=O)/C=C/c2ccccc2F)c(=O)n(C)c1=O
  -7	5
> CCOC(=O)c1cnc2c(cnn2C)c1Oc1ccc(OC)cc1
  12	-9
> CCOc1ccc(S(=O)(=O)N2CCC(C(=O)N3CCN(Cc4ccccc4)CC3)CC2)cc1
  3	-2
> COc1ccccc1OCC(=O)N/N=C/c1cccc2cccnc12
  -5	-4
> COCC(=O)N/N=C\c1ccccc1OC/C=C/c1ccccc1
  8	-16
> Cn1cccc1C(=O)NC(=O)CSc1cccc[n+]1[O-]
  0	-8
> COc1cc(C(=O)NNC(=O)Cc2cccs2)cc(OC)c1OC
  9	-1
> O=C(CN1CCN(S(=O)(=O)c2ccccc2)CC1)Nc1ccc(Cl)c(Cl)c1
  -8	-14
> COCc1cc(=O)[nH]c(SCC(=O)c2ccccc2)n1
  -4	0
> COc1ccccc1OCCNC(=O)CNC(=O)c1ccc(C(C)(C)C)cc1
  4	-7
> CC(C)N1CCC(=O)NC1=O
  -5	-4
> O=C(OC(C(=O)NCc1ccco1)c1ccc(Cl)cc1)c1cccs1 (stereo not given)
  -22	6

The list goes on:
Results follow in this order: TAG inh	TAG inh DAPI viability
> COc1cccc(CC(=O)OCC(=O)NC2CCCCCC2)c1
  -3	7
> O=C(NCc1ccco1)c1ccc2c(c1)N(Cc1ccccc1)CCS2
  0	18
> Cc1cc(C)nc(SCC(=O)N/N=C/c2ccc3c(c2)OCO3)n1
  -5	4
> CCC(C#CCN1CCCCC1)(CC)OCCC#N
  -1	-4
> O=C(NCc1cc(Cl)cc(Cl)c1)c1ccc2nc([C@@H]3O[C@H](CO)[C@H](O)[C@H](O)[C@H]3O)[nH]c2c1
  -7	9
> COc1ccc(Cc2nnc(NC(=O)C3CC(=O)N(c4ccccc4C)C3)s2)cc1OC (stereo not given)
  -9	3
> Cc1ccc(OCCn2cncn2)c([N+](=O)[O-])c1
  -4	0
> Cc1ccccc1S(=O)(=O)NC(=O)C1(C)CCN1C(=O)Cc1ccc(C(C)(C)C)cc1 (stereo not given)
  14	4
> Cc1cnc(C(=O)Nc2ccc(F)c(F)c2)cn1
  -4	8
> CC1CC(C)(C)NC(C)c2ccccc21 (stereo not given)
  8	3
> CCN(C(=O)COC(=O)CNC(=O)c1cccs1)c1c(N)n(Cc2ccccc2)c(=O)[nH]c1=O
  3	4
> O=C(Oc1ccc2c(c1)O/C(=C\c1ccncc1)C2=O)c1cccs1
  8	-6
> Cn1cccc1/C=N/N1CCN(Cc2ccccc2Cl)CC1
  3	6
> CN(C)c1cccc(C(=O)OCC(=O)N(Cc2ccccc2)C2CCS(=O)(=O)C2)c1 (stereo not given)
  6	-4
> CCC(NC(=O)c1cc(COc2cncc(Cl)c2)on1)c1ccc(C)cc1 (stereo not given)
  1	4
> CCOC(=O)C1(Cc2ccccc2)CCN(Cc2cnn(-c3ccccc3)c2)CC1
  -18	42
> Cn1c(=O)n(C)c2cc(NC(=O)c3cccc([N+](=O)[O-])c3)c(Br)cc21
  1	5
> COCCn1c(=O)[nH]c2cc(C(=O)NCCN3CCN(c4cccc(Cl)c4)CC3)ccc2c1=O
  24	-1
> CCn1c2ccccc2c2cc(NC(=O)COC(=O)c3ccccc3O)ccc21
  2	13
> CCCCCCOc1ccc(C(=O)NCCCn2ccnc2)cc1
  -5	14

Next section.
Results follow in this order: TAG inh	TAG inh DAPI viability
> Cc1cccc(C)c1OCc1n[nH]c(=S)n1N
  4	3
> O=C(CNC(=O)Cc1ccccc1)NCC(=O)OCc1ccccc1
  10	5
> COc1ccccc1Oc1ncnc2c1cnn2-c1ccccc1
  4	4
> Cc1cc(C)cc(C(=O)Nc2ccc(NC(=O)Cc3ccccc3)cc2)c1
  23	-8
> CCOC(=O)c1c(C(=O)OCC)c(C)n(N2C(=O)CSC2=S)c1C
  -14	0
> CCCCc1c(C)nc(N2CCCC2)[nH]c1=O
  1	7
> CCN(CC)c1ccc(NC(=O)CCc2nnc3ccc(N4CCCCC4)nn23)c(C)c1
  28	3
> O=C(CSc1nnc(-c2ccco2)o1)NCCc1ccccc1
  14	-1
> Cc1nc(SCC(=O)Nc2ccc(CN3CCCC3)cc2)c2c(C)c(C)sc2n1
  14	9
> O=S(=O)(c1cnc[nH]1)N1CCN(c2ccccc2)CC1
  -18	6
> O=C(Nc1cccc(C(=O)O)c1)/C(=C\c1ccc2c(c1)OCO2)NC(=O)c1ccccc1Br
  -4	7
> O=C(COC(=O)c1ccncc1)Nc1cccc2ccccc12
  1	-4
> Cn1c(SCc2ccc(Cl)cc2)nnc1C1CC1
  -13	16
> O=C(O)c1ccc(C2SCC(=O)N2Cc2ccco2)cc1 (stereo not given)
  -2	2
> CN1CCN(C(=O)C2=C[C@H](C(C)(C)C)C[C@H](OCCCCO)O2)CC1
  -3	2
> Cc1cc(NC(=O)CCCC(=O)OCC(F)(F)C(F)F)cc(C)c1C(=O)O
  4	-2
> Cc1cc(C(=O)O[C@H]2[C@H](C)NS(=O)(=O)[C@H]3C[C@@H]4C=C[C@]23O4)cc([N+](=O)[O-])c1
  -2	4
> CN1CCN(C(=O)C(=O)c2cn(CC(=O)N3CCOCC3)c3ccccc23)CC1
  5	-1
> CCOC(=O)C1CCCN(C(=O)C2CCN(Cc3nc(-c4ccc(Cl)cc4)oc3C)CC2)C1 (stereo not given)
  16	-11
> CC(=Cc1cccs1)C(=O)c1ccccc1
  7	8

Quoted from the listing.
Cc1cc(C(=O)O[C@H]2[C@H](C)NS(=O)(=O)[C@H]3C[C@@H]4C=C[C@]23O4)cc([N+](=O)[O-])c1 | TAG inh: -2
O=C(COC(=O)c1ccncc1)Nc1cccc2ccccc12 | TAG inh DAPI viability: -4

Next part
Results follow in this order: TAG inh	TAG inh DAPI viability
> CC(C)(C)C(=O)O/N=C(\N)COc1cccc(Cl)c1
  -9	7
> COc1cccc(N=CC2=C(O)CCCC2=O)c1
  5	3
> c1csc(-c2nnc(COc3ncnc4sccc34)o2)c1
  3	-5
> COc1ccc(NC(=O)/C=C/C(=O)O)c(OC)c1
  -4	-1
> C=CCNC(=O)C1CC(=O)N(c2ccc(OCC(=O)Nc3ccc(C)cc3)cc2)C1 (stereo not given)
  14	1
> O=C(CSCc1ccc(F)cc1)Nc1nc2c(s1)CCCC2
  1	-6
> Cc1ccc(N2C(=O)CCC2(C(N)=O)c2ccccc2)cc1 (stereo not given)
  -1	-5
> CCC1CCc2sc(C(=O)NCC3CCCO3)cc2C1 (stereo not given)
  -10	3
> C[C@]12c3[nH]c4ccc(Cl)cc4c3CCN1C(=O)[C@@H](CC(=O)NCCCn1ccnc1)C[C@@H]2C(=O)N1CCOCC1
  -15	7
> Cc1ccc(S(=O)(=O)NC(CC(=O)O)c2ccccc2)cc1 (stereo not given)
  -1	-3
> O=C(CN(Cc1cccs1)C(=O)CNC(=O)c1ccco1)NC1CCCCC1
  8	-8
> COc1ccc(-c2sc(Nc3ccccc3)n[n+]2-c2ccccc2)cc1Br
  12	-9
> Cc1ccc(Nc2nnc(SCC(=O)NCC3CCCO3)s2)cc1 (stereo not given)
  8	-11
> CCOC(=O)C1=CN(Cc2cccc(F)c2)S(=O)(=O)N(CC)C1c1ccc2ccccc2c1 (stereo not given)
  24	-33
> CSC[C@H]1CN(Cc2cccnc2)C(=O)[C@@H]1CC(=O)Nc1ccc(Br)cc1
  2	-1
> COc1ccc(C(=O)Nc2nc(-c3ccc(OC)cc3)c(-c3ccc([N+](=O)[O-])cc3)s2)cc1
  62*	-4.4*
> S=c1[nH]nc(-c2ccncc2)n1/N=C/c1cccc(Cl)c1
  17	-9
> Cc1cccc(OCCCSc2nc3ccccc3[nH]2)c1
  -9	2
> Cc1c(OCc2ccccc2)c(=O)ccn1Cc1ccccc1
  7	-4
> CCSc1nnc(NC(=O)CSc2nc3c(c(=O)n2CC)SC(C)C3)s1 (stereo not given)
  -9	9

Part of the list above, with tabs.
Structure	TAG inh	TAG inh DAPI viability
O=C(O)c1ccc(C2SCC(=O)N2Cc2ccco2)cc1 (stereo not given)	-2	2
COc1cc(C(=O)NNC(=O)Cc2cccs2)cc(OC)c1OC	9	-1

Continuation:
Results follow in this order: TAG inh	TAG inh DAPI viability
> CCN(C(=O)COC(=O)c1nc2nc(C)cc(C)n2n1)C1CCCCC1
  3	-4
> Cc1ccn2nc(C(=O)OCC(=O)N(CC(C)C)C3CCS(=O)(=O)C3)nc2n1 (stereo not given)
  0	0
> CCOC(=O)c1cc2c(ccn2-c2ccc(F)cc2)n1CC(=O)N(CC)CC
  -2	6
> CC1(Oc2ccc(Cl)cc2)CCN(Cc2csc3ccccc23)C1 (stereo not given)
  3	0
> O=C(NC1CCCCC1)N(Cc1ccccc1)Cc1ccco1
  -3	5
> COc1cccc(C(C(=O)NC(C)(C)C)N(CC(C)C)C(=O)CCC(=O)Nc2cc(C)on2)c1OC (stereo not given)
  6	0
> O=[N+]([O-])c1cccc(C([O-])=C(C(=S)Nc2cccc3ccccc23)[n+]2ccccc2)c1
  -2	4
> COc1cc(OC)cc(C(=O)NCC(C)NC(=O)c2cc(OC)cc(OC)c2)c1 (stereo not given)
  -9	4
> CCOc1ccc(NS(=O)(=O)c2ccc(C(=O)N(C)CC(=O)Nc3ccccc3Br)cc2)cc1
  32	2
> Cc1ccccc1-n1c(C)nnc1SCC(=O)NC1CCCc2ccccc21 (stereo not given)
  -7	1
> CCCc1[nH]nc2c1C(c1ccc(OC)c(CSC3=NCCS3)c1)C(C#N)=C(N)O2 (stereo not given)
  -16	6
> Cn1c(=O)c2cc(S(=O)(=O)NC(Cc3ccccc3)C(=O)NCc3ccco3)ccc2n(C)c1=O (stereo not given)
  -1	-14
> c1ccc(C2=Nn3c(nnc3-c3cccs3)SC2)cc1
  12	-7
> CC(=O)[C@@]1(O)CCC2C3C=CC4=CC(=O)CC[C@]4(C)C3CC[C@@]21C (stereo not given in full)
  2	1
> O=C(C1=C(O)C(=O)N(Cc2ccccc2)C1c1ccncc1)c1ccco1 (stereo not given)
  6	-11
> CC(=O)N1CCN(S(=O)(=O)c2ccc(C)cc2)C1C(C)C (stereo not given)
  -2	10
> OC(CNCCNc1ncccc1C(F)(F)F)Cn1ccc2ccccc21 (stereo not given)
  13	2
> CCCCCn1c(NC2CCCCC2)nc2c1c(=O)[nH]c(=O)n2C
  -3	-3
> COc1cc(-c2c(-c3cccc(C)c3)oc3ccccc23)cc(OC)c1OC
  5	-1
> O=C(NCc1nnnn1-c1ccc(F)cc1)c1ccc([N+](=O)[O-])o1
  65*	-49*
> O=C(CSc1nnc(CNC(=O)c2ccco2)o1)c1ccccc1
  -33	24
